HttQ103 aggreg: qHTS Multiplex Assay to Identify Dual Action Probes in a Cell Model of Huntington: Aggregate Formation (GFP); Potency, µM (top dose mostly 46.1 µM), inactives show at the top dose activity change, negative = inhibition, usual class: inhibitors; actives 1.1% (n = 220,000); PC12 HttQ103-GFP aggregates, Acumen cytometry, 40 h; note: potency is the fitted concentration of half-maximal effect; % is set by controls: 0 for no effect and ±100 for the full control effect; nearly all actives have a fitted effect of over 60% in size
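Multiplexed with ATP-based cell death, this channel scores GFP aggregates in PC12 cells expressing inducible HTTex1-Q103-GFP. Induction used 100 nM tebufenozide; compounds were tested in concentration series.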
LMNA splice mod: qHTS Assay for Modulators of Lamin A Splicing | AID 1487, 2009 | actives 0.01% (n = 200,000) | HeLa LMNA splicing GFP/RFP minigene ratio, 48 h | Potency, µM (titrated, usually from 46.1 µM), for inactives: at the highest dose ratio change, negative = inhibition, usual class: inhibitors; active = well fitted inhibition curve with a large enough effect in the signal ratio, with a control signal flat, not every such curve was filed as active; inconclusive = small, poorly fitted or top-dose-only effect, or effect the other way, or a change in a side signal; the % refers to the signal ratio; note: potency is the fitted concentration of half-maximal effect; % is set by controls: 0 for no effect and ±100 for the full control effect
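S3 HeLa stable clones carrying a lamin A-EGFP splicing minigene plus DsRed2 were seeded at 600 cells/well in Opti-MEM with 2% FBS, pin-dosed and incubated 48 h at 37°C. Acumen cytometry (488 nm) gave the GFP/RFP total-intensity ratio.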
CBFb RUNX1 block: qHTS Assay for Compounds Blocking the Interaction Between CBF-beta and RUNX1 for the Treatment of Acute Myeloid Leukemia | Potency, µM (highest dose often 59.8 µM), without a hit: at the top dose activity, negative = inhibition, most hits filed as inhibitors | AlphaScreen CBFb-His/RUNX1-biotin binding, biochemical | Runt-related transcription factor 1 (Homo sapiens) + Core-binding factor subunit beta … | AID 1477, 2009 | 230,000 tested, under 10 active; note: % of control where 0% means no effect
Target sequence (Q01196 whole entry, looked up): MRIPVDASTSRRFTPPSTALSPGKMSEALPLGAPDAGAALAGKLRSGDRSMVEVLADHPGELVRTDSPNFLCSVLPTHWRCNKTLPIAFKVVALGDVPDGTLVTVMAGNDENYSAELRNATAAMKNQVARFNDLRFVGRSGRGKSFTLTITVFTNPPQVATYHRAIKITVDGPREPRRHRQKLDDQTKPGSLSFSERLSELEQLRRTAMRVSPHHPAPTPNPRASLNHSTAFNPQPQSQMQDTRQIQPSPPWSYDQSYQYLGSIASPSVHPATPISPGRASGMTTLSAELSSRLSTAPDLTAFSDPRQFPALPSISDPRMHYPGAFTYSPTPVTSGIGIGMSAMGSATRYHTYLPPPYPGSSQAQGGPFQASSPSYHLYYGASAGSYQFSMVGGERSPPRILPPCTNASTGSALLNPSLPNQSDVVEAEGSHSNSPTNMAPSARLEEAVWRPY
Target sequence (Q13951 whole entry, looked up): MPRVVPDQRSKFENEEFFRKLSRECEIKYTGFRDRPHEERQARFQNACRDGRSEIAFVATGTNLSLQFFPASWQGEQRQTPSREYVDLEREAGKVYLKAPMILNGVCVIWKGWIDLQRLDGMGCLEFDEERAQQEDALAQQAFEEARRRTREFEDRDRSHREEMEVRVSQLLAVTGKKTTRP
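Interaction loss through any mechanism counts as activity. Pre-formed complex of His-CBF-beta and biotin-RUNX1 (30 nM apiece) is incubated with compound 15 min, then with 50 ng nickel and 50 ng streptavidin beads for 90 min before AlphaScreen detection.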
HTT cytoprotect: qHTS Multiplex Assay to Identify Dual Action Probes in a Cell Model of Huntington: Cytoprotection (ATP); PC12 HTT-Q103 induced, cytoprotection, ATP luminescence, 40 h; Potency, µM (series often up to 56.4 µM), for the others: cytoprotection (ATP increase), most hits filed as activators; actives 0.14% (n = 230,000); AID 1471, 2008;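 note: potency is the fitted concentration of half-maximal effect; % of control where 0% means no effect; nearly all actives have a fitted effect of over 45% in size; toxic huntingtin expression switched on by the ecdysone agonist tebufenozide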
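PC12 cells stably carrying ecdysone-inducible Htt exon 1 (Q103)–GFP were induced with 100 nM tebufenozide (final) alongside library compounds in a dose series. Cytoprotection was scored as retained ATP by ATPlite luminescence.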
GAA glycogen: qHTS Assay for Inhibitors and Activators of Human alpha-Glucosidase Cleavage of Glycogen; Lysosomal alpha-glucosidase (Homo sapiens), P10253; recombinant GAA, glycogen substrate, Amplex Red glucose oxidase fluorescence; Potency, µM (series often up to 76.4 µM), for inactives: at the highest dose activity change, negative = inhibition, hits mostly inhibitors; actives 0.38% (n = 300,000);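 note: potency is the fitted concentration of half-maximal effect; 0% = full enzyme reaction and -100% = no-enzyme basal signal; the screen sought inhibitors and activators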
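Recombinant human enzyme (4 nM); glycogen substrate; 37 C, 40 min, pH 5.0. Readout: coupled glucose oxidase/Amplex Red fluorescence.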
GAA spleen mod: qHTS Assay for Inhibitors and Activators of Human alpha-Glucosidase From Spleen Homogenate. human spleen homogenate, 4-MU-alpha-glucoside fluorescence. Potency, µM (highest dose often 79.9 µM), for the others: at the top dose activity change, negative = inhibition, usual class: inhibitors. actives 0.006% (n = 240,000);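 note: potency is the fitted concentration of half-maximal effect; 0% = enzyme with vehicle and -100% = no enzyme basal signal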
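Enzyme source: human spleen homogenate, 1 ug/well. Buffer 50 mM citric acid/K phosphate pH 5.0, 0.01% Tween-20. 4-MU-alpha-glucoside 1 mM; 37 C x 40 min; NaOH/glycine stop; fluorescence.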
GAA inhib: qHTS Assay for Inhibitors of Human alpha-Glucosidase as a Potential Chaperone Treatment of Pompe Disease | actives 0.005% (n = 200,000) | purified human GAA, 4-MU-alpha-glucoside fluorescence | Potency, µM (highest dose often 76.9 µM), for the others: at the top dose activity change, negative = inhibition, usual class: inhibitors | Lysosomal alpha-glucosidase (Homo sapiens), P10253;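 note: potency is the fitted concentration of half-maximal effect; plate controls were uninhibited enzyme wells for no effect and no-enzyme background for full effect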
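Human enzyme at 4 nM with 400 uM 4-methylumbelliferyl-alpha-D-pyranoside, citrate/phosphate buffer pH 5.0, 0.005% Tween-20, 20 min at room temperature. Compounds up to 77 uM. 4-MU fluorescence (Ex 365/Em 440) read after NaOH/glycine stop; AC50 from Hill fit.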
* = called active by the depositor; ? = inconclusive; . = not tested or not shown; [ ] = dose if it differs, or a comment. Unless noted, calls come from the whole dose curve; as a rule, active = well fitted curve in the direction sought with a large enough effect; inconclusive = small, poorly fitted or top-dose-only effect, or another doubt; inactive = no such curve, though single readings can be large; an effect the other way counts as inactive or inconclusive. No enrichment for hits; 1.5% or so of the library scored in one or more.

A first look (5 entries):
compound | LMNA splice mod | GAA spleen mod | CBFb RUNX1 block | HTT cytoprotect | HttQ103 aggreg | GAA inhib | GAA glycogen
Clc1ccc(OCCOCCN2CCc3ccccc3C2)c(Cl)c1 | ? | 4% | 2% | 28%[10 µM] | 6% | -8% | -6%
COc1cc(/C=C/C(=O)O)ccc1OS(=O)(=O)c1ccc(C)cc1 | -11%[46 µM] | -16% | 10% | 2% | 1% | ? | -14%
Cc1cc(OC(=O)C(c2ccccc2)c2ccccc2)c([N+](=O)[O-])c(=O)[nH]1 | -8% | -2% | -8% | ? | 4% | -1% | 3%
CCCN1C(=O)c2ccccc2NC1c1ccc(OC)c(CSc2ccccn2)c1 (stereo not drawn) | -9% | 1% | 3% | -2%[10 µM] | 1% | 12% | -8%
O=C(c1ccoc1)N1CCC2(CC1)Oc1ccc(Cl)cc1C(=O)C21CC(c2cccnc2)=NO1 (stereo not drawn) | . | 2% | -2% | 33%[10 µM] | 7%[9.22 µM] | . | 0%

All compounds of this part, previewed entries included:
compound | LMNA splice mod | GAA spleen mod | CBFb RUNX1 block | HTT cytoprotect | HttQ103 aggreg | GAA inhib | GAA glycogen
Clc1ccc(OCCOCCN2CCc3ccccc3C2)c(Cl)c1 | ? | 4% | 2% | 28%[10 µM] | 6% | -8% | -6%
COc1cc(/C=C/C(=O)O)ccc1OS(=O)(=O)c1ccc(C)cc1 | -11%[46 µM] | -16% | 10% | 2% | 1% | ? | -14%
Cc1cc(OC(=O)C(c2ccccc2)c2ccccc2)c([N+](=O)[O-])c(=O)[nH]1 | -8% | -2% | -8% | ? | 4% | -1% | 3%
CCCN1C(=O)c2ccccc2NC1c1ccc(OC)c(CSc2ccccn2)c1 (stereo not drawn) | -9% | 1% | 3% | -2%[10 µM] | 1% | 12% | -8%
O=C(c1ccoc1)N1CCC2(CC1)Oc1ccc(Cl)cc1C(=O)C21CC(c2cccnc2)=NO1 (stereo not drawn) | . | 2% | -2% | 33%[10 µM] | 7%[9.22 µM] | . | 0%
COc1ccc(N=Nc2ccc(O)c(P(=O)(c3ccccc3)c3ccccc3)c2)cc1 | . | -1% | -4% | 13%[10 µM] | 12%[9.22 µM] | -18% | -1%
O=C(Cc1ccccc1)NC1CCN(S(=O)(=O)c2ccc(C(=O)O)cc2)CC1 | -6% | -3% | -7% | -4% | -2% | 0% | -7%
CCCn1c(C)nc2c(N3CCOCC3)nc(C)nc21 | . | 1% | 2% | -13% | . | . | .
CCOC(=O)C1(CC2CCCCO2)CCN(S(=O)(=O)c2c(C)nn(C)c2C)CC1 (stereo not drawn) | . | -20% | 3% | -24%[10 µM] | -15%[9.22 µM] | 1% | -12%
N=C1c2ccccc2CN1NC(=O)c1cccc(S(=O)(=O)N2CCOCC2)c1 | -12% | 0% | -1% | 3%[10 µM] | -23% | 5% | -9%
COc1cc(/C=C/c2ccc3cccc([N+](=O)[O-])c3n2)ccc1OCC(=O)O | ? | -9% | 14% | . | 19% | -2% | 6%
Nc1cc(=O)[nH]c(SCC(=O)Nc2ccccc2-c2ccccc2)n1 | 23%[46 µM] | -11% | -11% | 6%[10 µM] | 10% | 0% | -12%
NC(=O)c1oc2ccc(Cl)cc2c1N | 8% | 3% | 0% | -16% | -12% | 2% | -7%
Cc1ccc(N2CCN(S(=O)(=O)N3CCCCC3)CC2)c(C)c1 | 3%[46 µM] | 0% | 23% | 8%[10 µM] | 9%[9.22 µM] | ? | -13%
COc1ccc(C)cc1NC(=O)CCC(=O)Nc1nnc(C(F)(F)F)s1 | 5% | 0% | 5% | -2% | -11% | 2% | 9%
CN(C(=O)COc1nnc(-c2cccs2)c(-c2cccs2)n1)c1ccccc1 | ? | -12% | -7% | -8% | 2% | -14% | 6%
Nc1ccc(S(=O)(=O)Nc2ccc(Cl)nn2)cc1 | ? | -10% | 9% | -16% | 6%[9.22 µM] | . | -8%
N#CCSCC(=O)Nc1ccc(F)cc1 | -3% | 2% | 3% | 4% | 1% | 4% | 6%
CCOC(=O)C(NC(=O)c1ccccc1)(Nc1cc(C)on1)C(F)(F)F (stereo not drawn) | -5% | -1% | 8% | -2%[10 µM] | -10% | -11% | 7%
COc1ccc(CC(=O)NCc2nnc(SCC(=O)Nc3ncc(C)s3)n2C)cc1 | . | 1% | 2% | . | 8% | 0% | 8%
COc1ccc(C(C)=O)cc1CSc1nncn1C | -4%[46 µM] | -3% | 0% | -4% | 5% | 6% | 6%
COc1cccc(C(C(=O)NC2CCCC2)N(Cc2ccco2)C(=O)c2ccco2)c1OC (stereo not drawn) | -7% | -8% | 7% | 17%[1.9 µM] | -8% | 0% | 5%
Cc1cc(C)n(C(=O)CCNC(=O)c2ccccc2Cl)n1 | -1% | -5% | 8% | 11%[10 µM] | 13% | 4% | 4%
Nc1cc(N)nc(SCCOc2ccccc2)n1 | ? | -1% | -5% | -15% | 2% | -10% | 7%
COC(=O)c1nnn(-c2ccc(Cl)c(Cl)c2)c1C(=O)OC | . | . | 18% | -38%[inhibitor] | -3% | -2% | 3%
O=C(CCS(=O)(=O)Cc1ccccc1)NCC1CCCO1 (stereo not drawn) | 5% | -15% | 4% | 1% | -19% | -13% | -2%
Cc1ccc(S(=O)(=O)/N=C(\c2ccccc2)N(C)S(=O)(=O)c2ccccc2)cc1 | 0% | -1% | -1% | -7%[0.074 µM] | 27% | 5% | -12%
COC(=O)[C@@]1(Cc2ccc(F)cc2)[C@H]2c3cc(C(=O)N4CCCC4)n(Cc4ccccc4)c3C[C@H]2CN1C(=O)c1ccccc1 | . | -11% | 2% | 29% | . | . | .
CCOc1cc(-n2cnnn2)c(OCC)cc1NC(=O)c1cnccn1 | 0% | -1% | 3% | -7% | -13% | 0% | 4%
COc1cccc(-c2nc3ccccc3c(=O)o2)c1 | 4% | -21% | 0% | -38% | 21%[9.22 µM] | -1% | 3%
CCOC(=O)c1ccc(NC2c3ccccc3C(=O)N2c2ccc(C)cn2)cc1 (stereo not drawn) | 16% | 10% | 0% | 3% | 15% | -7% | -16%
CCC(C)[C@H](NC(=O)NCc1ccccn1)C(=O)OC (stereo partly drawn) | 13% | -2% | 5% | 1% | 11% | -5% | 5%
CC(C)CN(C(=O)COC(=O)CNC(=O)c1ccccc1F)C1CCS(=O)(=O)C1 (stereo not drawn) | . | 1% | -6% | 12%[10 µM] | 8% | -6% | -2%
CSc1nc2ccc(NS(=O)(=O)c3ccccc3F)cc2s1 | ? | 2% | -1% | 39%[10 µM] | ? | 7% | 8%
CC(=O)N1CCc2cc(NS(=O)(=O)c3cccs3)ccc21 | 9% | -2% | 2% | 17%[10 µM] | -29% | 2% | -1%
CNC(=O)c1ccc(CNC(=O)OCC(F)(F)F)cc1 | 9% | 4% | 3% | -9% | -10% | -3% | 1%
COC(=O)c1c(C(=O)OC)c2cccc3cc(-c4ccccc4)c4ccc1c4n32 | 11% | -1% | ? | -15% | 2% | -6% | -6%
O=C(Nc1ccccc1Cc1ccccc1)c1ccc2c(c1)SC1=NS(=O)(=O)CCN12 | 4% | -8% | -1% | 13%[0.074 µM] | 22% | -2% | 8%
C=CCNC(=O)CCC(=O)NNc1nc2ccccc2c2nc(-c3ccccc3)nn12 | 7%[46 µM] | 9% | 3% | -11%[10 µM] | -17% | -4% | -24%
CCOC(=O)c1c(NC(=O)Cn2cnc3sc(C)c(-c4ccccc4)c3c2=O)sc(C)c1C | 8% | -1% | -4% | . | 5% | 1% | -5%
COCCNC(=O)c1cc2c3ccccc3n(C)c2s1 | -8% | 2% | -4% | -8% | 1% | 1% | 2%
COc1ccc(C(=O)Nc2oc(-c3ccccc3)c(-c3ccccc3)c2C#N)cc1OC | 0% | -8% | -9% | 7%[10 µM] | ? | 5% | -7%
CCCCCC(=O)NNC1=NCC(Cc2cccc(Cl)c2)S1 (stereo not drawn) | ? | . | -14% | -18% | -8% | 1% | 0%
O=C(Nc1cc(S(=O)(=O)N2CCOCC2)ccc1N1CCCC1)c1cnccn1 | -11% | 2% | 0% | -5%[10 µM] | ? | 2% | -4%
Cc1ccc(CNC(=O)CCS(=O)(=O)c2ccc(Cl)cc2)cc1 | -3% | -3% | -4% | -11%[10 µM] | -3% | 1% | 10%
CCOC(=O)c1ccc(NC(=O)C2(c3ccc(Cl)cc3)CCCC2)cc1 | -4% | 5% | 0% | 15% | 5% | 0% | ?
Cc1ccccc1-n1c(SCC(=O)N(C)C2CCS(=O)(=O)C2)nc2ccccc2c1=O (stereo not drawn) | -1%[46 µM] | -1% | 6% | -28% | 4%[9.22 µM] | -1% | 0%
O=C(O)c1cc2cc(Cl)cc(Cl)c2oc1=O | 10% | -4% | -5% | -12%[0.074 µM] | -10% | 5%[15.4 µM] | 7%
CCOc1cc(/C=N/Nc2nc(Nc3ccccc3)nc(N3CCCCC3)n2)ccc1OCC(=O)O | . | -3% | -7% | . | 7% | -1% | 4%
CCN(CC)c1ccc(/C=N/NS(=O)(=O)c2ccc(C)c([N+](=O)[O-])c2)cc1 | -7% | -8% | 1% | 21%[10 µM] | 16% | -9% | -20%
CCOC(=O)C1=C(C)NC(C)=C(C(=O)OCC)C1C(=O)O | -4% | 5% | 4% | -8% | 6% | -7% | ?
C=CCn1c(SCC(=O)Nc2ccccc2OC)nnc1-c1ccco1 | -3% | -11% | 7% | 2% | -17% | -8% | -4%
